HTRA1 inh = HTRA1 (human) protease inhibition | recombinant HTRA1, FP-rhodamine activity-based probe, fluorescence polarization | inhibition, % at 5.96 µM | hit rate 0.5% among 340,000; in the data active = inhibition above about 36%;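 note: 0% = enzyme with DMSO and 100% = wells lacking enzyme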
PRMT1 FP inh = blocks human protein arginine methyltransferase 1 | hit rate 1.3% among 370,000 | Q99873 | inhibition, % at 2.79 µM | recombinant PRMT1, activity-based probe fluorescence polarization;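 active = inhibition above about 21% made by adding two undisclosed values, limit read from the data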
NPR2 activator = GC-B (human) receptor activation | hit rate 0.11% among 370,000 | AID 1920062 | activation, % at 10 µM | HEK293-GC-B cells, CNP EC30, cGMP TR-FRET; 0% at EC30 CNP, 100% saturating CNP;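 active = activation at 10 µM reaching about 35% in either raw or pattern-adjusted values, limit read from the data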
Target sequence (P20594 whole entry, looked up): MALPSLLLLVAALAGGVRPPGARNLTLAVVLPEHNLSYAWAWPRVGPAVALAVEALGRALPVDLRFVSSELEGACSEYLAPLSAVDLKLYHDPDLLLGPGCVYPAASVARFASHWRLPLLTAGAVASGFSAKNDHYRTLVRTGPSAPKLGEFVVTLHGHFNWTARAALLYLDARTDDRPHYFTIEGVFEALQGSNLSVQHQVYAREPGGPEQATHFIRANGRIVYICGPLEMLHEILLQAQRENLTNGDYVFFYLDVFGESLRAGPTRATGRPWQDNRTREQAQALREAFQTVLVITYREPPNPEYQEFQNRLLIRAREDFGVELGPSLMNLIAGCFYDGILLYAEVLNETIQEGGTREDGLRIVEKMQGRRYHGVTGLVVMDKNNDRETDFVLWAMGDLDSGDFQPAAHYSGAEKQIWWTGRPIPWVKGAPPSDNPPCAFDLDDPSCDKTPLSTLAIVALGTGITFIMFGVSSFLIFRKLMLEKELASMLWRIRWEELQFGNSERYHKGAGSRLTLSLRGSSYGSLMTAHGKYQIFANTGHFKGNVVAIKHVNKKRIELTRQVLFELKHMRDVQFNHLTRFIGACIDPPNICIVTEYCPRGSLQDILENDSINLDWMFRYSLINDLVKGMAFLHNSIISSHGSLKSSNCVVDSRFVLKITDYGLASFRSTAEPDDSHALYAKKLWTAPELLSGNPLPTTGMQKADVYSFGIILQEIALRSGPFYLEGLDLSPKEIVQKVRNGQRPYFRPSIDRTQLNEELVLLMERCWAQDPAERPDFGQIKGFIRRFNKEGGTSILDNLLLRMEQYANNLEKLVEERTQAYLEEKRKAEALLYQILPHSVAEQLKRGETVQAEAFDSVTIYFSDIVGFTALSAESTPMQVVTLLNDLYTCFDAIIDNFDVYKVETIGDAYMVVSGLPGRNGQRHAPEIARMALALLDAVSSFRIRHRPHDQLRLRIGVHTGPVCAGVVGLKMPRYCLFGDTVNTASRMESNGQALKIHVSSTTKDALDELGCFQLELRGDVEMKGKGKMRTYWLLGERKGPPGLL
SIAE inh = human SIAE inhibition, primary screen; inhibition, % at 9.66 µM; SIAE FP-Rh probe binding, fluorescence polarization; Q9HAT2; hit rate 0.69% among 370,000; AID 1053197;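 active = inhibition above a cutoff: mean of compounds within the control limits plus 3 SD of those, cut at about 17% in these data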;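 note: 0% = plate median of compound wells and 100% = probe without SIAE protein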
NPR1 activator = GC-A (human) enzyme activation; HEK293 GC-A cells, cGMP TR-FRET, EC30 ANP; 0% at EC30 ANP, 100% saturating ANP; activation, % at 10 µM; hit rate 0.14% among 370,000; AID 1671463; P16066; in the data active = activation above about 40%
UHRF1 binding = UHRF1 methyl-DNA binding inhibition | hit rate 0.75% among 370,000 | AID 687016 | inhibition, % at 4.4 µM | UHRF1 binding to methylated oligo, TR-FRET; in the data active = inhibition above about 21%;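 note: UHRF1 SRA domain binding a hemimethylated CpG hairpin DNA probe; 0% = median of test compound wells and 100% = reference inhibitor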
TCR CD3 inh = blocks the human TCR-CD3 interaction | TAMRA-labeled TCR probe fluorescence, biochemical | inhibition, % at 9.4 µM | hit rate 0.37% among 360,000 | AID 651800; in the data active = inhibition above about 19%;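 note: recombinant mutant TCR 2C K166C tagged with TAMRA read by polarization; 0% = receptor in buffer alone and 100% = receptor with positive control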
MBD2 inh = inhibitors of human MBD2 binding to methylated oligonucleotide; inhibition, % at 4.4 µM; Q9UBB5; AID 686964; TR-FRET; hit rate 0.31% among 370,000; in the data active = inhibition above about 13%
ABHD4 inh = ABHD4 (mouse) inhibition, primary FP screen; AID 720543; hit rate 0.54% among 370,000; inhibition, % at 8.92 µM; purified mABHD4, FP-Rh probe fluorescence polarization;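 active = inhibition exceeding the mean over every tested compound plus 3 SD, cut at about 30% in these data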;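 note: 0% = plate median of compound wells and 100% = S159A mutant with DMSO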
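Assay system: mABHD4 protein; medium: HEPES pH 7.0, NaCl, Pluronic buffer; dosing: 8.92 µM, single dose; schedule: 45 min + 60 min at 25 °C; signal: FP readout, ex 525 nm / em 598 nm; read-out: normalized percent inhibition of probe labeling; repeats: single replicate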
rCAG RNA binder = binds r(CAG) RNA repeats; r(CAG) RNA repeat, TO-PRO-1 dye displacement fluorescence; AID 651821; inhibition, % at 3 µM; hit rate 1.3% among 370,000;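 active = inhibition above the plate cutoff, the mean of all test compounds on that plate plus 3 SD, cut at about 35% in these data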;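 note: 0% = DMSO alone and 100% = 100 µM mitoxantrone as full dye displacement; higher means more dye released from RNA so lower well fluorescence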
Numbers without * were called inactive; x = no result given.

SMILES	HTRA1 inh	PRMT1 FP inh	NPR2 activator	SIAE inh	NPR1 activator	UHRF1 binding	TCR CD3 inh	MBD2 inh	ABHD4 inh	rCAG RNA binder
COc1cc(CCC(=O)Nc2c(C(=O)N3CCN(c4ccccc4)CC3)oc3ccccc23)on1	-11	1	0	6	3	4	8	0	-10	-5
O=C(NCc1ccccc1)C1=C[C@H](C2CC2)C[C@H](OCc2ccc(CO)cc2)O1	-15	1	1	-5	-1	0	1	2	-2	-6
CC(=O)c1ccc(OCC(=O)c2ccc(-c3ccccc3)cc2)cc1	-12	-2	0	-1	4	1	-3	2	-4	2
CCOC(=O)CC(=O)CSc1nc2ccccc2c(=O)n1-c1ccc(C(=O)NCCOC)cc1	3	6	1	-3	4	4	4	2	-4	7
COc1ccc(-c2[nH]ncc2CN(C)C(C)c2ccon2)cc1F (stereo unspecified)	0	2	3	6	-3	6	-8	-2	3	-1
COc1cc2c(cc1OC)-c1cc(NC3CCCCCC3)nc(=O)n1CC2	-4	-1	4	-1	11	-3	7	-4	-13	-1
Nc1nc(-c2ccccc2Br)cs1	-5	-3	1	6	3	1	-1	3	-5	-4
CCCCNC(=O)COCc1cc(-c2ccc3c(c2)OCO3)on1	-3	-3	0	-5	-1	-1	0	1	-2	-4
CC(C)c1ccc(S(=O)(=O)Nc2ccc(O)c(Sc3ncn[nH]3)c2)cc1	-3	-1	4	6	1	-3	1	1	3	8
COc1ccc(/C=N/NC(=O)C(C)n2cnc3ccccc3c2=O)cc1OC (stereo unspecified)	-4	-4	-2	-3	4	-3	7	0	1	-1
Cc1ccc(N2CCN(C(C(=O)Nc3c(C)cccc3C)c3cc4ccccc4o3)CC2)cc1 (stereo unspecified)	x	2	4	6	1	-1	2	-2	3	4
COc1cc2c(cc1NC(=O)CSc1cccc[n+]1[O-])oc1ccccc12	-4	-5	-9	-16	-2	0	13	2	0	2
c1ccc(CCNCc2cccs2)nc1	5	3	-1	-1	-1	2	-3	-4	-2	2
CSc1nc(Cc2ccccc2)nc2ccccc12	-8	0	1	-2	-6	1	2	-1	3	-2
O=C(O)C1CCCN(S(=O)(=O)c2ccccc2)C1 (stereo unspecified)	-2	-1	0	-1	-5	-4	6	-1	2	0
CC1CCCC(NC(=O)NC(=O)COC(=O)c2ccc(O)cc2O)C1C (stereo unspecified)	36	-2	0	-5	0	5	-5	0	-30	9
COc1ccc(OC)c(NC(=O)C(=O)NNC(=O)C23CC4CC(CC(C4)C2)C3)c1	x	2	-2	2	-4	1	-6	5	-3	1
C=CCN1CC(COCCCC)Oc2ccc(Cl)cc2S1(=O)=O (stereo unspecified)	x	1	1	1	0	-1	1	-4	13	-1
N#Cc1ccc(Cn2c(=O)c(C#N)c3n(c2=O)CCC3)cc1	2	1	3	-3	-2	7	-4	8	-17	4
C=CCN1[C@@H](Cc2ccccc2)COCCS1(=O)=O	3	-1	4	2	0	1	-1	-1	1	0
CCn1c(=O)c2ccccc2n2c(SCC(=O)NCc3cccs3)nnc12	-1	2	-4	-4	-4	2	-5	4	4	0
NC(=O)NCC(=O)N1CCN(S(=O)(=O)c2ccc(Cl)s2)CC1	0	0	6	3	3	1	3	-6	-2	1
OCCC1CN(C2CCN(c3ccccc3)CC2)CCN1Cc1ccc(F)c(F)c1 (stereo unspecified)	2	3	4	2	1	-1	-2	-5	0	-3
COC(=O)c1c(NC(=O)COC(=O)C2CCC2)sc(C)c1C	-4	1	0	-1	3	-1	1	-1	-4	-3
O=C(OCCN1CCN(c2ncc(C(F)(F)F)cc2Cl)CC1)c1ccc(Cl)cc1	-8	-2	-2	-6	1	-2	3	-2	-1	-2
Cc1cc(C(=O)NCCCn2ccnc2)sc1-c1ccccc1	-3	6	-12	-7	-24	4	-5	7	-9	-2
CC(C)c1cccc(-c2ccc3c(c2)S(=O)(=O)c2cccc(C(=O)NC4CCCC4)c2C3=O)c1	-8	-2	-3	-4	3	-1	7	-1	3	-1
C[C@H](CO)N1C[C@H](C)[C@@H](CN(C)S(=O)(=O)c2cccs2)Oc2ccc(NC(=O)Cc3ccccc3)cc2C1=O	-19	1	6	6	0	0	1	2	7	0
COc1ccc(C(=O)NCC(=O)N2CCC3(CC2)NCCc2[nH]cnc23)cc1	-2	-2	-1	-10	1	-1	6	-5	3	2
Cc1cc2nc(CCl)cc(=O)n2[nH]1	2	-2	-5	4	1	1	-1	-1	2	-1
CCOc1ccccc1C(=O)NCCNC(=O)c1ccccc1OCC	5	-2	2	-3	-7	-2	2	-1	-6	-5
COc1cccc(C2=NOC(C(=O)Nc3cccnc3)C2)c1 (stereo unspecified)	4	0	2	-1	0	0	-8	1	10	-4
O=C(N/N=C/CCc1ccccc1)c1ccc(CN2c3cccc4cccc(c34)S2(=O)=O)cc1	-22	-2	1	-17	-2	-1	1	-6	-13	13
O=C(CN1CCOCC1)Nc1nc(-c2ccc3c(c2)CCN3S(=O)(=O)c2ccccc2)cs1	-14	2	-1	-10	8	3	5	0	-16	11
CCOc1ccc(CCNC(=O)COC(=O)c2nccnc2N)cc1OCC	0	1	6	8	1	-2	-9	0	10	7
CCOC(=O)CC(/C(C)=N\O)c1ccccc1 (stereo unspecified)	0	8	-1	3	-6	10	-4	3	-12	0
Cc1cc(C)c(-c2noc(C(=O)OC(C)(C)C)c2C(=O)OC(C)(C)C)c(C)c1	7	0	-7	-6	-4	4	5	4	-3	7
Cc1ccc(/C(N)=N/OC(=O)CCC2CCCC2)cc1	3	2	2	1	3	2	0	-3	7	-2
Cc1ccc(S(=O)(=O)N(C)c2ccc(OCC(=O)Nc3nc(-c4ccccc4)cs3)cc2)cc1	-37	2	1	-40	-2	1	0	-5	-44	14
Cc1ccc(N(C)c2nc(N)nc(N)c2N=O)cc1	x	173*	-3	52*	15	6	197*	2	85*	-74
COc1ccc(C(C(=O)NCC2CCCO2)N(C(=O)c2snc(C(N)=O)c2N)c2ccccc2)cc1OC (stereo unspecified)	-3	0	-4	-4	-10	0	-10	0	9	-5
O=C(Nc1ccccc1)c1ccc(S(=O)(=O)NCc2cccnc2)cc1	-8	-5	4	-13	-3	0	-1	4	-4	1
Cc1ccc(Cl)cc1NC(=O)COC(=O)c1ccccc1O	1	-5	-1	0	1	-2	13	-1	-5	-2
CN(C(=O)Nc1cnccc1C(F)(F)F)C1CCCCC1	2	-3	8	5	-1	0	-4	3	-1	-1
CCOC(=O)C1=CN(Cc2cccc(F)c2)S(=O)(=O)N(CC)C1c1ccc(C(F)(F)F)cc1 (stereo unspecified)	-15	1	4	-10	-4	2	-4	1	-13	5
COc1cc(/C=C/C(=O)OCC(=O)N(CC(C)C)c2c(N)n(Cc3ccccc3)c(=O)[nH]c2=O)ccc1O	4	-1	2	-1	-3	-4	11	-4	3	10
Cc1ccc(S(=O)(=O)Nc2ccc3nc(C)oc3c2)cc1	-1	5	0	4	2	-1	-7	-5	2	0
CC(C)C(C)N(Cc1ccc(C(=O)O)cc1)C(=O)c1ccc2ccccc2n1 (stereo unspecified)	1	5	2	-1	4	3	-5	3	7	2
O=C(Cc1ccccc1)Nc1ccccc1C(=O)N1CCCCCC1	6	0	1	7	1	0	-1	1	0	-4
Cc1nnc(SCc2cnc(-c3ccccc3)o2)[nH]c1=O	-3	1	0	-3	2	0	-1	0	-4	2
COC(=O)/C(=C\Nc1ccc(OC)cc1)NC(=O)c1ccc(Cl)cc1Cl	-2	-1	0	1	-3	-10	4	-2	3	-3
O=C(c1ccc(Br)cc1)C1CCc2occc2C1=O (stereo unspecified)	7	6	6	2	1	-1	-2	-6	9	7
CCc1nc2ccc(C(=O)NCCC(C)C)cn2c1N(CC)CCN(C)C	x	3	-1	5	6	3	-9	-2	3	-3
CCc1cc(=O)oc2c(C)c(OCC(=O)N3CCC[C@@H]3C(=O)O)ccc12	1	-2	2	-10	5	-2	5	0	2	0
C[C@H]1CN([C@@H](C)CO)C(=O)CCCn2nncc2CO[C@H]1CN(C)C(=O)C1CCCCC1	5	2	1	7	3	1	-2	-2	2	2
CC1(C)CC(=O)C(C(C2=C(O)CC(C)(C)CC2=O)c2ccco2)C(=O)C1 (stereo unspecified)	1	18	6	7	6	-1	0	1	9	24
O=C(CCCC1=NS(=O)(=O)c2ccccc2N1)N1CCN(c2ccc([N+](=O)[O-])cc2)CC1	-2	-3	-2	9	0	-5	1	-8	-2	8
Cc1cccc(NC(=O)COC(=O)C2C3CC4OC(=O)C2C4C3)c1C (stereo unspecified)	2	0	2	3	0	-1	5	-2	0	2
CCOC(=O)C1(CCCc2ccccc2)CCN(C(=O)c2cnc(C)cn2)CC1	-9	-5	4	6	2	-3	4	-3	-3	-3
COc1ccc(NC(=S)N2CCN(C(=O)C3CCCO3)CC2)c(OC)c1 (stereo unspecified)	3	0	-9	3	6	6	6	1	2	-4

Record cards, from the list above. Order of values: HTRA1 inh | PRMT1 FP inh | NPR2 activator | SIAE inh | NPR1 activator | UHRF1 binding | TCR CD3 inh | MBD2 inh | ABHD4 inh | rCAG RNA binder
O=C(CCCC1=NS(=O)(=O)c2ccccc2N1)N1CCN(c2ccc([N+](=O)[O-])cc2)CC1 in the list: -2 | -3 | -2 | 9 | 0 | -5 | 1 | -8 | -2 | 8
COC(=O)/C(=C\Nc1ccc(OC)cc1)NC(=O)c1ccc(Cl)cc1Cl in the list: -2 | -1 | 0 | 1 | -3 | -10 | 4 | -2 | 3 | -3
Cc1cccc(NC(=O)COC(=O)C2C3CC4OC(=O)C2C4C3)c1C (stereo unspecified) in the list: 2 | 0 | 2 | 3 | 0 | -1 | 5 | -2 | 0 | 2
Cc1nnc(SCc2cnc(-c3ccccc3)o2)[nH]c1=O in the list: -3 | 1 | 0 | -3 | 2 | 0 | -1 | 0 | -4 | 2
COc1ccc(NC(=S)N2CCN(C(=O)C3CCCO3)CC2)c(OC)c1 (stereo unspecified) in the list: 3 | 0 | -9 | 3 | 6 | 6 | 6 | 1 | 2 | -4

Next records.
SMILES	HTRA1 inh	PRMT1 FP inh	NPR2 activator	SIAE inh	NPR1 activator	UHRF1 binding	TCR CD3 inh	MBD2 inh	ABHD4 inh	rCAG RNA binder
CC(OC(=O)CCOc1ccccc1)C(=O)NC1CC1 (stereo unspecified)	-1	0	1	-1	2	-2	9	1	-1	-1
CC(C)(C)c1cc(NCc2ccccn2)n2ncc(-c3ccc(Cl)cc3)c2n1	3	3	-3	-1	-1	6	-10	-2	1	2
Cc1onc(-c2ccccc2Cl)c1C(=O)NC(=S)Nc1ccc(C(C)(C)C)cc1	-23	-7	1	-13	4	-3	3	-3	-16	7
COc1ccc(CNS(=O)(=O)c2ccc(-c3ccc(=O)[nH]n3)o2)cc1	4	-3	1	-3	1	-2	-2	-1	4	1
Cc1nc2ccccc2c(=O)n1NC(=O)c1ccco1	-1	2	-2	2	4	1	0	-1	8	0
CC(C)(C)c1csc(NC(=O)Cc2ccc(S(=O)(=O)N3CCOCC3)s2)n1	-10	5	-4	-8	-3	76*	8	-2	-2	11
O=C(C=C1CCN(c2ncc(C(F)(F)F)cc2Cl)CC1)NNC(=O)Nc1ccccc1	-8	1	1	5	-3	-1	-2	1	-6	-1
Cc1ccc(S(=O)(=O)N(C)C)cc1NC(=O)C(C)OC(=O)C1CCCC1 (stereo unspecified)	0	-1	7	2	0	-1	5	-2	4	-4
Cc1c(NC(=O)c2cc(-c3ccc4c(c3)OCO4)on2)c(=O)n(-c2ccccc2)n1C	1	-1	1	-5	-3	3	-2	-3	-10	7

High-throughput results from PubChem.

An excerpt; rates above refer to the full screens.
